# Screening data deposited in PubChem BioAssay by National Center for Advancing Translational Sciences (NCATS).
# Pol iota inh – qHTS for Inhibitors of Polymerase Iota; AID 588590, 2011; Pol iota fluorescent replication assay, 10 min; DNA polymerase iota (Homo sapiens), Q9UNA4; hit rate 1% among 390,000; Potency, µM (doses to about 115 µM), for the others: top-dose activity, negative = inhibition, usual class: inhibitors; also: potency is read from the fitted curve at half-maximal effect
#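 Fluorescent replication assay read twice, at 0 min and 10 min after adding 50 nM (final) substrate. Enzyme (10 nM) and compounds were first incubated 15 min at room temperature; enzyme-free buffer wells were negative controls.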
# LDHA inh – qHTS assay for inhibitors of human lactate dehydrogenase; hit rate 0.15% among 480,000; AID 1347041, 2019; purified LDHA, NADH/diaphorase-resazurin fluorescence; stronger effect = lower value; activity change, % (values are at about 110 or 230 µM); in the data active = activity change below about -30%; inconclusive = mostly about -25% to -30%;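 also: plate controls were DMSO wells for no effect and wells without enzyme for full effect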
#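 Enzyme activity of human lactate dehydrogenase 5 (2 nM; 0.06 mM NADH, 0.2 mM pyruvate, 5 min, RT) is measured via a resazurin/diaphorase fluorescence readout of residual NADH.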
# BLM inh – qHTS Assay for Inhibitors of Bloom's syndrome helicase (BLM); RecQ-like DNA helicase BLM (Homo sapiens), P54132; recombinant BLM DNA unwinding, fluorescence dequenching; Potency, µM (series often up to 56.1 µM), without a hit: at the highest dose activity change, negative = inhibition, most hits filed as inhibitors; hit rate 0.2% among 350,000; AID 2528, 2010;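 also: potency is read from the fitted curve at half-maximal effect; plate controls were vehicle for no effect and no enzyme for full effect; nearly all actives have a fitted effect of over 35% in size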
# Target sequence (P54132 whole entry, looked up): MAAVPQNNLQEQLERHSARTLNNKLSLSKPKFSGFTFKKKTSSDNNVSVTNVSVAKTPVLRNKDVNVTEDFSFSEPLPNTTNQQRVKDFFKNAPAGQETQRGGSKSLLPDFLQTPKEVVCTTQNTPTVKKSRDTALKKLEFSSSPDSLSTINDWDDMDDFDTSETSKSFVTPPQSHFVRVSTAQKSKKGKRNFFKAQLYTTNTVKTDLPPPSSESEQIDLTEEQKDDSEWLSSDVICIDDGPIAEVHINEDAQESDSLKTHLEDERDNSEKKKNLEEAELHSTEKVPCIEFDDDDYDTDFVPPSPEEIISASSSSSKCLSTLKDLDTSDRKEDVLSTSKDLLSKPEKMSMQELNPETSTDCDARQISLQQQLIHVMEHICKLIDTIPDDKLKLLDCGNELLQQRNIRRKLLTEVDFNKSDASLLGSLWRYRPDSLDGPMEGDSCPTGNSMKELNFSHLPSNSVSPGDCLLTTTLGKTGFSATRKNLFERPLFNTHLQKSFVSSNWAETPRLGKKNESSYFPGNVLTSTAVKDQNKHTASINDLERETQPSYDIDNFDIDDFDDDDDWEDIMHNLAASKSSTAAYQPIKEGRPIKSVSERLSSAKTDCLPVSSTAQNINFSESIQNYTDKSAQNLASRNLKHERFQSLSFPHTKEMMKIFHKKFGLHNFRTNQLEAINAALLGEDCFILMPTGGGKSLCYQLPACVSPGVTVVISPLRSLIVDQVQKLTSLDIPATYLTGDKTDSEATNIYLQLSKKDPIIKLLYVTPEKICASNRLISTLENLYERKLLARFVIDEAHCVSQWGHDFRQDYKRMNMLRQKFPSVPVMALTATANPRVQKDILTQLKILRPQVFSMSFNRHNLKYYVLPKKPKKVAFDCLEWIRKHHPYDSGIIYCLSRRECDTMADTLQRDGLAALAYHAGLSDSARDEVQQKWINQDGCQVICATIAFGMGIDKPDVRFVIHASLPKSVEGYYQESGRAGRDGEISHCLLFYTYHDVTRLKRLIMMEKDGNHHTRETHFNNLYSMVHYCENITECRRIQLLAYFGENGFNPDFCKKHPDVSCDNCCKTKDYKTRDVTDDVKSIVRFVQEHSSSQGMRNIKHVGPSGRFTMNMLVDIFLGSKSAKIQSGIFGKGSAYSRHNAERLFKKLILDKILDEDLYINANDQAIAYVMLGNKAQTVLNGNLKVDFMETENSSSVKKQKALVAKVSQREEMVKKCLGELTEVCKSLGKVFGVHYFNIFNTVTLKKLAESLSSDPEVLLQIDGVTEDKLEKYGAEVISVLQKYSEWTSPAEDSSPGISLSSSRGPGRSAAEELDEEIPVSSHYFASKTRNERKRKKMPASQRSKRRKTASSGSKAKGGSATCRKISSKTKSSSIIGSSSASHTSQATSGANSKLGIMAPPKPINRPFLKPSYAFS
# Pol beta inh – qHTS Assay for Inhibitors of DNA Polymerase Beta | P06746 | Pol beta primer extension/strand displacement, fluorescence kinetic | Potency, µM (doses to about 114 µM), for inactives: top-dose activity change, negative = inhibition, usual class: inhibitors | hit rate 1.3% among 340,000 | AID 485314, 2010; also: potency is read from the fitted curve at half-maximal effect; % is scaled to controls: 0 for no effect and ±100 for the full control effect
#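 Values derive from four-parameter Hill fits of normalized kinetic data: reads at 0 and 10 min following addition of 50 nM substrate to 10 nM Pol beta preincubated 15 min with compound.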
# APEX1 inh – qHTS Assay for Inhibitors of the Human Apurinic/apyrimidinic Endonuclease 1 (APE1) | Potency, µM (titrated, usually from 65.8 µM), for the others: top-dose activity change, negative = inhibition, most hits filed as inhibitors | hit rate 0.35% among 350,000 | recombinant APE1, TAMRA/BHQ-2 abasic DNA cleavage fluorescence | DNA repair nuclease/redox regulator APEX1 (Homo sapiens), P27695;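 also: potency is read from the fitted curve at half-maximal effect; plate controls were vehicle for no effect and reference inhibitor for full effect; nearly all actives have a fitted effect of over 55% in size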
#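 Readout is kinetic fluorescence (ex 525, em 598 nm) from cleavage of 50 nM TAMRA/BHQ-2 THF abasic duplex by 0.75 nM APE1, compound added 15 min beforehand at RT.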
# Glioma ERSR ind – qHTS for Inducers of the Endoplasmic Reticulum Stress Response (ERSR) in Human Glioma: qHTS | Potency, µM, for inactives: top-dose activation, hits mostly activators | hit rate 0.02% among 420,000 | U87-MG GRP78 promoter luciferase reporter, 16 h | AID 602332, 2012; also: potency is read from the fitted curve at half-maximal effect; series mostly up to about 76 µM; % of control where 0% means no effect; nearly all actives have a fitted effect of over 35% in size
#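 ERSR induction read as luciferase luminescence (Bright-Glo, 10 min at room temperature) in stably transfected human U87-MG glioma cells exposed to compounds for 16 h, using GRP78 as sensor.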
# Apoferritin bind – qHTS Assay for Identification of Novel General Anesthetics; hit rate 0.074% among 350,000; AID 485281, 2010; apoferritin/1-aminoanthracene competitive binding, fluorescence; Potency, µM (highest dose often 77.5 µM), for inactives: at the top dose activity change, negative = displacement, most hits filed as inhibitors; Ferritin light chain (Equus caballus), P02791; also: potency is read from the fitted curve at half-maximal effect; % is scaled to controls: 0 for no effect and ±100 for the full control effect; nearly all actives have a fitted effect of over 20% in size
#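 Apoferritin-based anesthetic binding model; compound displacement of fluorescent 1-AMA measured as endpoint fluorescence after 10 minutes at room temperature, scaled to free-ligand and complex controls.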
# Pol eta inh – qHTS for Inhibitors of Polymerase Eta; Potency, µM (series often up to 114 µM), without a hit: top-dose activity change, negative = inhibition, actives largely listed as inhibitors; hit rate 1.2% among 390,000; DNA polymerase eta (Homo sapiens), Q9Y253; recombinant Pol eta, fluorescent DNA replication assay; also: potency is read from the fitted curve at half-maximal effect; % is scaled to controls: 0 for no effect and ±100 for the full control effect
#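 Fluorescent replication assay: 50 nM final substrate added after a 15 min room-temperature compound preincubation with 10 nM enzyme. Signal taken at 0 min and again at 10 min.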
# Pol kappa inh – qHTS for Inhibitors of Polymerase Kappa; DNA polymerase kappa (Homo sapiens), Q9UBT6; purified Pol kappa, fluorescent DNA synthesis assay, 10 min; Potency, µM (series often up to 107 µM), for the others: at the top dose activity, negative = inhibition, usual class: inhibitors; hit rate 0.53% among 400,000; AID 588579, 2011; also: potency is read from the fitted curve at half-maximal effect; % is scaled to controls: 0 for no effect and ±100 for the full control effect
#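 Activity was followed as the change in fluorescence between reads at 0 and 10 min after starting the reaction with 50 nM substrate. Beforehand, 10 nM polymerase had been preincubated with compound for 15 min at room temperature.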
# The depositor's hits bear a star; ? = inconclusive; / = not tested or not shown; & = joins results of further samples; [ ] = dose if it differs, or a comment. Unless noted, calls follow the shape of the dose curve; as a rule, active = well fitted curve in the direction sought with a large enough effect; inconclusive = small, poorly fitted or top-dose-only effect, or another doubt; inactive = no such curve, though single readings can be large; an effect the other way counts as inactive or inconclusive. A portion of the library; rates above refer to the full screens.
structure	Pol iota inh	LDHA inh	BLM inh	Pol beta inh	APEX1 inh	Glioma ERSR ind	Apoferritin bind	Pol eta inh	Pol kappa inh
Cc1cccnc1NC(=O)CN1C(=O)COc2ccc(Cl)cc21	9.2%	-18.4	-1.9%	5.7%	51.0%	-0.1%	-4.9%	-13.3%	9.8%
Cn1c(=O)oc2cc(S(=O)(=O)N3CCN(Cc4ccc5c(c4)OCO5)CC3)ccc21	31.4%[activator]	0.0	-0.3%	-0.8%	1.5%	-1.6%	-8.9%	-12.2%	-4.6%
CCOC(=O)C1=C(COC(=O)/C=C/c2cccc(OC)c2)NC(=O)NC1C (stereo not given)	24.7%	4.7	-3.6%	2.4%	-22.2%	-3.5%	-14.8%	-16.0%	-6.9%
CC1Oc2ccccc2C=C1/C=N\NC(=O)c1cccnc1 (stereo not given)	95.1%[activator]	3.9	-0.9%	-0.7%	0.8%	3.7%	10.8%	-7.2%	1.8%
COc1cccc(OC)c1OCCCCc1c(C)n[nH]c1C	-14.6%	-3.3	1.3%	0.4%	9.0%	-2.5%	-5.3%	0.0%	-7.5%
Cc1cccc(C(=O)Nc2ccccc2-c2nc(-c3ccccc3)no2)c1	?	-10.4	-0.9%	41.5%	/	-2.7%	-11.9%	-3.2%	-1.3%
O=C1N/C(=N\S(=O)(=O)Cc2ccccc2)S/C1=C/c1cccc([N+](=O)[O-])c1	?	-5.7	3.4%	-0.5%	-10.0%	1.7%	4.2%	50.1µM*	-6.6%
Cc1onc(-c2c(Cl)cccc2Cl)c1/C(N)=N/OC(=O)C1CC1	32.3%	-1.0	-1.3%	3.9%	9.1%	2.9%	2.3%	-10.9%	1.6%
N#Cc1nc(-c2ccco2)oc1N1CCN(c2ccccc2)CC1	4.1%	-2.6&16.1	-5.5%	12.1%	-1.4%	-6.6%	5.2%	-18.1%	-11.8%
COc1nc2ccccc2nc1CCC(=O)O	89.0%[activator]	-7.4	-2.3%	2.8%	3.4%	-0.7%	-4.6%	3.4%	-2.6%
Cc1sc(NC(=O)Cn2[nH]c(=O)c3ccccc3c2=O)nc1-c1ccccc1	7.5%	-5.9	-10.2%	?	1.5%	10.3%	6.8%	?	-18.7%
CN(C)S(=O)(=O)N1C(=O)c2ccccc2C1=O	-1.6%	-0.5	0.3%	-0.5%	1.3%	1.4%	3.0%	?	10.0%
CC(C)(C)C1CCc2onc(C(=O)Nc3cccnc3)c2C1 (stereo not given)	2.0%	4.5	-3.0%	24.7%	-3.5%	1.5%	?	-12.5%	-14.7%
COC(=O)CCC(=O)Nc1sc2c(c1C#N)CCCC2	12.7%	2.1	-5.7%	-19.1%	3.2%	2.9%	-14.7%	?	4.1%
COc1ccc(/C=C/C(=O)OCC(=O)Nc2ccc(OC)c(S(=O)(=O)N3CCCCC3)c2)cc1	23.1%	-0.6	-3.1%	7.9%	-11.2%	-0.3%	-13.0%	-25.2%	-4.1%
CCCCC[C@H](O)/C=C/[C@H]1C(=O)C[C@H](O)[C@@H]1C/C=C\CCCC(=O)O	/	/	0.9%	/	1.5%&-1.1%	-4.9%	4.2%	/	6.5%[19.4 µM]
O=C(O/N=C1\CCS(=O)(=O)c2sccc21)c1ccccc1	10.8%	-3.9	2.0%	4.0%	-2.8%	0.6%	-13.7%	1.3%	-10.3%
NC(=NCc1ccco1)NC(=O)c1ccccc1	10.2%	-2.4	-3.1%	-5.9%	7.8%	5.9%	-1.3%	-7.9%	6.6%
CN(C)c1ccc(/C=N/n2c(C3CCCCC3)n[nH]c2=S)cc1	-9.0%	-4.2	-2.0%	-2.3%	34.3%	-1.4%	30.6%	4.2%	-11.1%
COc1cn(CC(=O)Nc2ccc(C)cc2C)c(CN2CCCCC2)cc1=O	1.0%	-7.0	1.2%	28.9%	/	-1.5%	2.5%	-19.7%	-5.3%[60.1 µM]

# Among those listed so far, 2 contain two or more sulfur atoms.
structure	Pol iota inh	LDHA inh	BLM inh	Pol beta inh	APEX1 inh	Glioma ERSR ind	Apoferritin bind	Pol eta inh	Pol kappa inh
O=C1N/C(=N\S(=O)(=O)Cc2ccccc2)S/C1=C/c1cccc([N+](=O)[O-])c1	?	-5.7	3.4%	-0.5%	-10.0%	1.7%	4.2%	50.1µM*	-6.6%
O=C(O/N=C1\CCS(=O)(=O)c2sccc21)c1ccccc1	10.8%	-3.9	2.0%	4.0%	-2.8%	0.6%	-13.7%	1.3%	-10.3%

# The list goes on:
structure	Pol iota inh	LDHA inh	BLM inh	Pol beta inh	APEX1 inh	Glioma ERSR ind	Apoferritin bind	Pol eta inh	Pol kappa inh
Cc1ccc(C(=O)C2CCN(CC(=O)Nc3ccc(N(C)C)cc3)CC2)cc1	-5.3%	10.9	1.4%	14.5%	-0.9%	-5.5%	?	-8.4%	-9.2%
CCOC(=O)c1cnc2ccc(C(=O)OC)cc2c1Nc1ccccc1CC	?	-8.8	-19.4%	-7.6%	/	5.4%	?	-17.1%	-16.6%
Cc1ccccc1NC(=O)CSc1nc(N)c(C#N)c(-c2cccs2)c1C#N	-7.0%	-5.6	-6.6%	2.6%	8.8%	-8.2%	-16.0%	-19.9%	-2.2%
CC(C)=CCC/C(C)=C/CO/N=C1/C[C@@H](O)[C@@H](O)[C@@H]2[C@@H]3C(=O)N(C(C)(C)C)C(=O)[C@H]3CC[C@H]12	/	/	-4.4%[12.4 µM]	/	-11.3%[12.4 µM]	-2.2%	1.8%[15.3 µM]	/	/
COc1ccc(N2CCN(C(=O)COC(=O)[C@@H](NC(=O)c3ccccc3Cl)C(C)C)CC2)cc1	25.9%	3.1	/	/	/	-2.9%	/	-17.7%	-3.6%
CCOCCCNC(=O)CN1C(=O)/C(=C\c2ccc(C)cc2)Sc2ccccc21	4.4%	-5.3	1.3%	-3.2%	17.4%	-3.2%	3.9%	-8.0%	-9.0%
CCN(CC(=O)Nc1c(F)cccc1F)C(=O)C(C)SCc1nc2sc(C)c(C)c2c(=O)[nH]1 (stereo not given)	?	-4.1	-3.3%	8.0%	4.4%	-3.1%	-4.2%	-10.0%	?
CCN(CC)CCN(Cc1cc2cc3c(cc2[nH]c1=O)OCCO3)C(=S)NCC(C)C	110.4%[activator]	-3.0	-7.5%	-0.8%	27.1%	-3.4%	-14.4%	0.4%	-5.9%
Cc1nn2c(N)c(C#N)cnc2c1-c1ccccc1	1.6%	-5.2	1.1%	0.5%	2.0%	-6.6%	-0.5%	-2.8%	-4.2%
CC(C)C(OC(=O)c1nsc(Cl)c1Cl)C(=O)NCC1CCCO1 (stereo not given)	10.1%	0.2	-1.5%	3.6%	43.8%[activator]	-5.7%	-4.0%	-9.7%	10.1%
O=[N+]([O-])c1ccc(N2CCN(S(=O)(=O)Cc3ccccc3)CC2)cc1N1CCOCC1	23.5%	-6.9	-2.7%	-8.5%	-2.6%	-3.2%	4.5%	-8.1%	-5.7%
O=C(CSc1nnnn1Cc1ccccc1)c1ccccc1F	18.5%	-4.6	-4.9%	16.9%	?	?	-1.1%	-20.6%	-13.4%
CCCCN(C(=O)CCC(=O)OCC(=O)NCc1ccccc1)c1c(N)n(CCC)c(=O)[nH]c1=O	26.8%	0.2	/	/	5.4%	-5.4%	/	-11.9%	15.4%
COc1ccc(N2CCN(C(=O)CCNC(=O)c3ccc(Br)cc3)CC2)cc1	-0.5%	2.5	/	/	-13.9%	-5.3%	/	-2.7%	-11.8%
COCCNC(=S)N1CCC(C(=O)c2ccc(C)cc2)CC1	10.1%	-9.1	-1.1%	11.5%	18.8%	1.1%	1.2%	2.1%	-17.7%
Cc1ccc(S(=O)(=O)N(C)CC(=O)Nc2nc3ccccc3s2)cc1	6.5%	-4.8	-7.9%	-17.2%	-4.1%	-2.1%	-3.7%	0.3%	-25.1%
NC(=O)c1sc2nc3c(c(-c4cccnc4)c2c1N)CCC3	40.8%	-2.4	-6.5%	-21.5%	-5.1%	-4.1%	3.1%	-13.0%	-3.8%
COc1ccc(-n2nnnc2SCC(=O)NCCc2ccc(OC)c(OC)c2)cc1	-1.3%	4.4	-2.2%	0.4%	-1.3%	-2.1%	-18.8%	-1.4%	-4.8%
CCSc1nc(-c2ccc(OC)cc2)nc2c1Cc1c(CO)cnc(C)c1O2	-22.8%	-2.4	-9.2%	20.1%	/	-1.9%	1.7%	19.4%	1.8%
CCC(c1nnnn1Cc1ccc(OC)cc1)N1CCN(c2ccc(OC)cc2)CC1 (stereo not given)	31.1%[activator]	4.3	0.8%	8.1%	14.4%	4.8%	0.2%	-7.3%	-7.6%
CCOC(=O)c1c(NC(=O)Cc2ccccc2)sc2c1CCN(C)C2	-2.7%	3.7	6.2%	-0.1%	36.2%	-4.7%	-23.5%	-10.8%	11.5%
COC(=O)c1cccc(NC(=O)CN(c2ccc3c(c2)OCO3)S(C)(=O)=O)c1C	-4.8%	-1.0	-4.3%	1.9%	-6.4%	-0.3%	-11.6%	-8.7%	-6.3%
